EPAC1 ag: activates human EPAC1 exchange factor | O95398 | EPAC1 agonist qHTS, biochemical assay; response scale: 100% = response to 6.5 mM cAMP | Potency, µM (highest dose often 154 µM), without a hit: top-dose activation, hits mostly activators | hit rate 0.073% among 360,000; also: potency is read from the fitted curve at half-maximal effect; nearly all actives have a fitted effect of over 60% in size
Target sequence (O95398 whole entry, looked up): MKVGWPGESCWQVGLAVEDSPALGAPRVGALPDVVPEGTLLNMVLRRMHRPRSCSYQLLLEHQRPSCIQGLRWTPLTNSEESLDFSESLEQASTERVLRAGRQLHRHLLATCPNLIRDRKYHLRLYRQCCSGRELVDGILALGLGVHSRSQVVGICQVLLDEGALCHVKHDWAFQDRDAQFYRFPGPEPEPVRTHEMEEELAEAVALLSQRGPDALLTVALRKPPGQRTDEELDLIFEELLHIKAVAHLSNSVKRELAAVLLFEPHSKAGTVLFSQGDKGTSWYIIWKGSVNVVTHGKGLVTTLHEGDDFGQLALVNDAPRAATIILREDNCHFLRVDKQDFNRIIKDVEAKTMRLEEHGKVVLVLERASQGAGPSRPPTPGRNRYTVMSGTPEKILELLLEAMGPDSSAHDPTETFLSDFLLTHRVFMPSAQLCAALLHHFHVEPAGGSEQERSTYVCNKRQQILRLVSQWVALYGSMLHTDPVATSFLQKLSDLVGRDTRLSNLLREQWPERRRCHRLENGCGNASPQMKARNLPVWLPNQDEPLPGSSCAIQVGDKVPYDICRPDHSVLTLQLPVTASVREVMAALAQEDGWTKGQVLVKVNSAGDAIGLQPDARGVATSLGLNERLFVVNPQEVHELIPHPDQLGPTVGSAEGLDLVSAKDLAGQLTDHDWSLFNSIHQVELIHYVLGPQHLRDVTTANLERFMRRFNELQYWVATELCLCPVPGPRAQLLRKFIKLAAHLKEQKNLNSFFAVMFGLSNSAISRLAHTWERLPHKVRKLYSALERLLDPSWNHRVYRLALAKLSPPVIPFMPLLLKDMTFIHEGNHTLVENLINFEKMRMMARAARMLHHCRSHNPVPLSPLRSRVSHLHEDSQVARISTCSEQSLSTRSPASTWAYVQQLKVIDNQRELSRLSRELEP
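Normalized to 6.5 mM cAMP, activity reflects EPAC1-catalysed release of BODIPY-GDP from Rap1B, followed kinetically over 30 min at 480 nm excitation, 540 nm emission. Reaction contained 100 nM EPAC1, 250 nM Rap1B-BODIPY-GDP, 50 uM GDP.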
Abeta yeast res: restores growth of yeast expressing A-beta42 peptide | yeast expressing A-beta42, growth rescue, OD600, 48 h; response scale: 0% DMSO, 100% iron-clioquinol control | Potency, µM (top dose mostly 46.1 µM), for the others: at the top dose growth rescue, actives largely listed as activators | hit rate 0.063% among 410,000; also: potency is read from the fitted curve at half-maximal effect; nearly all actives have a fitted effect of over 55% in size
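Growth rescue measured by 600 nm absorbance after 48 h yeast culture at 30 C with compound. Values normalized between DMSO and an equimolar ferric chloride plus clioquinol control.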
PI5P4Ka inh: PI5P4K alpha (human) kinase inhibition | P48426 | PI5P4Kalpha enzyme, ADP-Glo luminescence, 60 min; hits give low values | max response, % | hit rate 1.2% among 330,000 | AID 652105; active = max response of -50% or lower; inconclusive = between -30% and -50%; inactive = -30% or higher; also: value at the top dose of about 77 µM; % is scaled to controls: 0 for no effect and ±100 for the full control effect
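qHTS, 1536-well: enzyme/substrate mix, compound by pin tool, 5 microM ATP final; RT 60 min; ADP-Glo reagents 1 (45 min) then 2 (30 min); luminescence.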
EPAC1 antag: blocks human EPAC1 exchange factor; O95398; EPAC1 GEF assay, Rap1b-BODIPY-GDP exchange fluorescence; Potency, µM (series often up to 115 µM), inactives show top-dose activity change, negative = inhibition, actives largely listed as inhibitors; AID 720709; hit rate 0.14% among 360,000;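 also: potency is read from the fitted curve at half-maximal effect; plate controls were vehicle for no effect and positive control for full effect; nearly all actives have a fitted effect of over 50% in size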
WRN inhibitor: blocks human WRN helicase | hit rate 0.46% among 360,000 | AID 651768 | WRN helicase unwinding, fluorescent forked duplex, kinetic | Q14191 | Potency, µM (doses to about 114 µM), for inactives: at the top dose activity change, negative = inhibition, usual class: inhibitors; also: potency is read from the fitted curve at half-maximal effect; % is scaled to controls: 0 for no effect and ±100 for the full control effect; nearly all actives have a fitted effect of over 55% in size
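WRN at 20 nM final preincubated with compound 15 min at room temperature; reaction started with 100 nM fluorophore/quencher forked duplex oligonucleotide and 2 mM ATP final. Unwinding followed kinetically by red fluorescence (ex 525, em 598 nm).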
IL-2 act: activators of IL-2 | hit rate 0.065% among 360,000 | IL-2 activation reporter assay, cell-based qHTS; stimulated with anti-CD3/CD4/CD28 beads; in transgenic mouse T cells | activation, % (series mostly up to about 46 µM); in the data active = activation above about 50%; inconclusive = mostly about 30% to 49%; also: 0% is about no effect
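EGFP and DsRed fluorescence is measured by plate cytometry in unstimulated transgenic mouse T cells exposed to compound for 60 minutes, then stimulated 18 hours at 37 degrees C with anti-CD3/anti-CD4 beads plus anti-CD28.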
PLK1 PBD inh: blocks phosphopeptide binding to human PLK1 polo-box domain; P53350; Plk1 PBD binding of FITC phosphopeptide, fluorescence polarization; Potency, µM, for the others: max response, negative = inhibition, actives largely listed as inhibitors; hit rate 2.8% among 360,000; also: potency is read from the fitted curve at half-maximal effect; series mostly up to about 57 µM; % is scaled to controls: 0 for no effect and ±100 for the full control effect; nearly all actives have a fitted effect of over 65% in size
aSyn yeast inh: rescues yeast growth from alpha-synuclein toxicity; Yeast expressing alpha-synuclein, growth rescue, BacTiter-Glo, 24 h; Potency, µM (doses to about 46.1 µM), without a hit: at the top dose growth rescue (activation), hits mostly activators; hit rate 0.14% among 370,000; AID 652106; also: potency is read from the fitted curve at half-maximal effect; % of control where 0% means no effect; nearly all actives have a fitted effect of over 65% in size
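Galactose-induced alpha-syn yeast (OD600=0.02, raffinose-pregrown) + pinned cpd, 24 hr, 30 deg C; growth by BacTiter-Glo luminescence. Growth restoration scores as activation.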
FUS yeast rescue: rescues growth of FUS-expressing yeast; S. cerevisiae FUS-expressing, growth rescue, OD600, 24 h; Potency, µM (highest dose often 76.6 µM), for the others: top-dose growth rescue (activation), usual class: activators; hit rate 0.24% among 390,000; AID 1347120;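 also: potency is read from the fitted curve at half-maximal effect; plate controls were DMSO vehicle for no effect and reference control for full effect; nearly all actives have a fitted effect of over 55% in size; some results filed as inactive show a strong effect at the top dose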
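Absorbance at 600 nm, taken 24hr after compound addition, measured rescue of FUS-yeast growth at 30C. Induction used 2% galactose with seeding at OD 0.005. Controls: CP55940 from 92uM final, DMSO only.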
Starred values were filed as active, the others as inactive; ? = inconclusive; nt = not tested or not shown; [ ] = remark or other dose. Unless noted, calls follow the shape of the dose curve; as a rule, active = well fitted curve in the direction sought with a large enough effect; inconclusive = small, poorly fitted or top-dose-only effect, or another doubt; inactive = no such curve, though single readings can be large; an effect the other way counts as inactive or inconclusive.

SMILES | EPAC1 ag | Abeta yeast res | PI5P4Ka inh | EPAC1 antag | WRN inhibitor | IL-2 act | PLK1 PBD inh | aSyn yeast inh | FUS yeast rescue
O=C(Nc1ccc(Br)cc1Cl)N1CCOCC1 | 11.8% | -14.9% | 0.6 | -10.8% | -4.7% | -0.7 | -1.4% | 4.1% | -26.4%
CCN(C(=O)c1cnc(OC)cc1C(F)(F)F)c1ccc(Cl)cc1 | -10.9% | -28.8% | 10.2 | 2.5% | 17.6% | -3.4 | -2.6% | 20.6% | 15.9%
O=C(O)CCCNC(=O)/C(=C\c1ccccc1F)NC(=O)c1ccccc1 | -9.2% | -13.0% | -0.3 | 16.4% | 7.7% | -0.3 | -4.3% | -1.2% | 23.8%
Cc1ccc(S(=O)(=O)N2CCN(C(=O)COC(=O)Cc3cccc(C(F)(F)F)c3)CC2)c(C)c1 | -3.5% | ? | 18.9 | -19.7% | -4.3% | -4.7 | -2.2% | 5.6% | 29.7%
O=C(CSc1nc(=O)n2ccccc2n1)N1CCN(c2ccccc2)CC1 | 2.3% | -4.9% | -3.8 | -21.1% | -10.4% | 2.8 | -4.4% | -2.0% | 7.7%
Cc1cc(C)c(S(=O)(=O)N2CCCCC2CCNC(=O)C(=O)NCc2cccnc2)c(C)c1 (configuration not stated) | -2.9% | 9.9% | -0.9 | 0.4% | -5.1% | -0.1 | 0.0% | -5.3% | nt
Cc1cc(C)c(S(=O)(=O)Oc2ccccc2[N+](=O)[O-])c(C)c1 | 3.5% | 0.9% | 1.9 | 5.1% | -8.2% | -5.9 | 2.0% | 1.4% | nt
CC1(C(=O)Nc2ccc3c(c2)OCO3)CCN1C(=O)CCc1cccs1 (configuration not stated) | -12.4% | 3.2% | 0.9 | -8.1% | -5.0% | -0.6 | -3.2% | 12.0% | -1.9%
NC(=O)C1(N2CCCCC2)CCN(C(=O)Nc2ccccc2C(F)(F)F)CC1 | -2.5% | 17.4% | 12.4 | -0.3% | 2.8% | 0.0 | 0.0% | 4.4% | -20.2%
O=c1c2c3c(sc2nc2n1CCC2)CCCCC3 | 6.9% | -43.6%[inhibitor] | 1.5 | 3.7% | -7.2% | 0.1 | -18.1% | -23.0% | -3.2%
Cc1cc(-n2c(C)cc(C(=O)CN3C(=O)NC4(CCCC4)C3=O)c2C)no1 | 5.4% | -2.4% | nt | -0.2% | -6.9% | -1.2 | 1.8% | 5.7% | 20.6%
CN(CC(=O)Nc1cccc(F)c1)C(=O)Cn1c(=O)oc2ccccc21 | 14.6% | -7.1% | 2.4 | -18.7% | -1.3% | 0.6 | -2.1% | -9.0% | 3.0%
CCOC(=O)C1=C(C)OC(=Cc2ccc(OC)cc2)C1=O | -8.3% | ? | -7.5 | 16.9% | 0.0% | 2.2 | -22.0% | -6.4% | -6.0%
COc1ccc(CN2CCC(CO)(Cc3cccc(C(F)(F)F)c3)CC2)cc1Cn1cccn1 | -9.6% | 5.7% | 1.3 | 15.7% | 2.1% | -0.2 | 1.9% | -0.3% | 0.2%
Cc1c(C(=O)Nc2ccccc2F)sc2ncn(CC(=O)N3CCCCC3)c(=O)c12 | -10.7% | -20.2% | 0.5 | 5.4% | -7.6%[57.1 µM] | -0.8 | -2.5% | 5.6% | 16.8%
Cc1nn(C)c(Cl)c1/C=N/OC(=O)c1ccccc1 | -15.8% | 17.5% | 0.8 | -9.7% | 3.3% | 3.5 | -2.9% | 11.0% | 12.1%
CCOC(=O)CSc1nc2sc(C)c(C)c2c(=O)n1N | -4.9% | -13.4% | 2.5 | -6.9% | 16.5% | -0.6 | -3.7% | 0.9% | nt
Cc1ccccc1NC(=O)NCCc1ccc(Cl)cc1 | 8.1% | -7.1% | -3.3 | -4.1% | 3.8% | 1.3 | -3.7% | -3.1% | -20.4%
CCOC(=O)C1=C(C)OC(N)=C(C#N)C1c1ccccc1 (configuration not stated) | 0.7% | -2.2% | -4.4 | -14.1% | -4.2% | 2.5 | -9.4% | -4.1% | 2.3%
CCCS(=O)(=O)NC(=O)C1(C)CCN(C(=O)c2cccc(C(F)(F)F)c2)C1 (configuration not stated) | -1.3% | -18.0% | 5.3 | -5.6% | -4.9% | -0.2 | -11.3% | ? | -10.8%
COc1cc(Cl)c(S(=O)(=O)N2CCN(Cc3ccc4c(c3)OCO4)CC2)cc1Cl | 0.2% | -13.1% | -1.9 | -10.1% | -7.0% | -3.2 | -3.9% | 14.7% | 8.8%
N#C/C(=C/c1cccc([N+](=O)[O-])c1)c1nnc2n1CCCCC2 | 10.1% | 6.3% | -1.5 | -6.4% | -6.3% | -1.4 | -28.9% | 11.3% | -19.5%
COC(=O)c1ccccc1NC(=O)CN(C)S(=O)(=O)c1cc(C)ccc1OC | 13.1% | -22.6% | -7.0 | 4.7% | -3.2% | 0.2 | -8.0% | -8.4% | 15.5%
O=C(NCc1ccccc1)N1CCN(c2ccccc2F)CC1 | 3.8% | -5.8% | -1.2 | 2.7% | 1.0% | -0.2 | -2.3% | 3.5% | -5.1%
FC(F)(F)Oc1ccc(Nc2nc3ccccc3o2)cc1 | 1.3% | 30.8% | 0.2 | 5.8% | -12.0% | -0.8 | -13.6% | -6.0% | 4.6%
CC1(C)CC(=O)C=C(Nc2ccc(Cl)cc2)C1 | 5.5% | -13.8% | 0.3 | -19.1% | 1.8% | -0.4 | -7.2% | -0.2% | 8.2%
O=C(c1ccco1)N1CCN(Cc2cc(=O)c(OCc3c(F)cccc3Cl)co2)CC1 | 3.2% | -0.7% | 4.5 | 6.2% | 1.5% | -0.3 | 3.5% | -4.8% | 20.4%
CC(=O)Nc1ccc2c(c1)nc(CCN1CCOCC1)n2C | 10.5% | -4.9% | 3.6 | -11.6% | -1.1% | -0.7 | -7.1% | -5.2% | 8.2%
COc1ccc(CCNC(=O)CCNS(=O)(=O)c2cccc3nsnc23)cc1OC | 1.2% | 4.4% | 1.3 | -3.1% | -10.8% | 0.1 | -1.4% | 7.4% | -1.2%
O=C(c1ccccc1)N(Cc1ccc2c(c1)OCO2)Cc1nc2ccccc2c(=O)[nH]1 | -3.5% | -2.9% | 1.8 | -17.1% | 4.4% | -0.3 | -8.8% | -0.7% | 21.5%
COc1ccc(Cl)cc1-c1nc(SCC(=O)NC(C)C(C)C)n[nH]1 (configuration not stated) | -1.1% | 3.2% | 1.5 | 2.3% | 10.4% | -0.8 | 4.8% | 8.6% | 4.5%
CCc1ccc(Nc2nc(C)cc(C)n2)cc1 | -4.1% | 23.7% | 5.2 | -14.1% | -4.6% | -0.5 | -21.9% | -1.1% | 1.0%
COc1ccc(NC(=O)c2cncc(Br)c2)c(S(=O)(=O)N2CCOCC2)c1 | -6.1% | 1.4% | -3.0 | -0.7% | 7.8% | 1.3 | -3.1% | -4.1% | 7.3%
Cc1ccc(C(=O)Nc2sc(C)c(-c3ccccc3)c2C(N)=O)cc1[N+](=O)[O-] | 8.6% | 3.9% | -5.7 | -14.5% | -4.9%[57.1 µM] | 0.6 | 18.9µM* | -6.3% | 13.7%
O=C(CCc1nnc(-c2ccc3c(c2)OCO3)o1)N1CCC(c2ccc(F)cc2)C1 (configuration not stated) | -2.0% | -12.2% | -0.6 | -5.3% | 0.5% | -2.6 | -1.9% | ? | 27.6%
O=C(COC(=O)c1cc(=O)[nH]c2ccccc12)Nc1nccs1 | 3.2% | 0.1% | -8.1 | 2.6% | -6.9% | 0.4 | 4.1% | -0.5% | -4.4%
O=C(COc1ccc([N+](=O)[O-])cc1)N1CCN(c2nnc(-c3ccccc3)c3ccccc23)CC1 | 1.0% | -2.6% | 1.6 | -5.0% | -2.7% | -0.4 | -11.0% | -0.6% | 0.4%
CCCOC(=O)Cc1c(O)c2ccccc2[nH]c1=O | -4.9% | -24.0% | -9.2 | -2.7% | 14.2% | -2.0 | ? | -7.1% | -5.9%
Nc1nnc(C(=O)c2ccccc2N)s1 | 1.5% | 7.3% | nt | -11.0% | -21.9% | 0.0 | ? | -0.4% | 4.8%
NC(=O)NC(=O)C[n+]1cccc(/C=N/O)c1 | 6.6% | -1.3% | 0.9 | -0.1% | ? | 0.3 | -10.2% | -1.2% | -20.4%
CCC(=O)c1ccc2ncccc2c1 | 2.6% | -5.6% | 6.8 | -16.6% | 0.1% | -1.3 | -3.6% | -3.4% | -42.4%
CN1CCN(C(=S)NC(=O)c2ccccc2Cl)CC1 | -8.6% | -4.3% | -1.2 | 1.7% | 5.1% | 0.5 | -25.0% | 0.7% | -0.9%
O=C(Cc1csc(-c2ccccc2)n1)NCc1ccc(F)cc1 | -4.1% | -8.6% | 0.0 | -15.2% | 10.9% | -2.9 | 3.8% | 5.9% | 10.3%
O=C(NCc1ccc(F)cc1)C(c1ccccc1)N(C(=O)c1csnn1)C1CCCC1 (configuration not stated) | -0.5% | 10.0% | 1.3 | -18.1% | -3.1% | 2.8 | 1.1% | 3.0% | 26.6%
C=CCOC(=O)C1=C(C)Nc2[nH]c(=O)[nH]c(=O)c2C1c1ccccc1 (configuration not stated) | 1.5% | -3.5% | -7.9 | -7.5% | -8.9% | -0.3 | -4.4% | -1.5% | -11.7%
CN(C/C=C/c1ccccc1[N+](=O)[O-])Cc1ccccc1 | -0.1% | 6.3% | -3.6 | -5.3% | -3.2% | -2.3 | 2.3% | 1.7% | -14.9%
COc1cccc(NC(=O)CN(C)C(=O)C23CC4CC(CC(Cl)(C4)C2)C3)c1 | -5.5% | ? | 2.2 | -1.7% | -15.7% | 1.4 | -8.3% | -7.2%[1.84 µM] | 23.7%
COc1ccc(-c2ccc3c(c2)O[C@H](CN(C)C(=O)Nc2ccccc2F)[C@@H](C)CN([C@H](C)CO)S3(=O)=O)cc1 | -11.2% | -6.7% | -8.8 | -9.7% | 8.4% | -3.6 | -29.5% | ? | ?

Outcome played no part in choosing rows; about 4.1% have a hit in one of these screens.
